Compound activity from PubChem.
BRCA1 expr act: activators of BRCA1 expression. MCF7-BRCA1-FFLuc reporter, luminescence, 48 h; response scale: scaled: vehicle 0%, 10 µM genistein 100%. Potency, µM (titrated, usually from 46.1 µM), inactives show at the top dose activation, most hits filed as activators. hit rate 1.1% among 380,000. AID 624202; active = well fitted activation curve with a large enough effect; also: nearly all actives have a fitted effect of over 80% in size; some results filed as inactive show a strong effect at the top dose
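Luminescence from a BRCA1-driven firefly luciferase in MCF7 cells was the read-out, taken 15 min after substrate addition following 48 h compound exposure at 37 °C. Data were normalized to a 10 microM genistein control and DMSO vehicle.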
* = called active by the depositor. Potency is read from the fitted curve at half-maximal effect. These rows are one share of the data; count on the stated rates, not on these rows.

The first 4 records (preview)
smiles	BRCA1 expr act
NC(Cc1ccc(Cl)cc1)c1csc(Nc2ccc(C(=O)NCCCO)cn2)n1 (stereo not given)	-35.4%
CSCCC(C(=O)Nc1c(C)cccc1C)N1CCN(C/C=C/c2ccccc2)CC1 (stereo not given)	-5.6%
COc1cc(-c2noc(-c3ccc(NCc4ccco4)c([N+](=O)[O-])c3)n2)cc(OC)c1OC	7.3%
COc1ccc(-n2c(SCc3ccccc3)nc3c([nH]c4ccccc43)c2=O)cc1	20.4%

The whole of this part (from the top)
smiles	BRCA1 expr act
NC(Cc1ccc(Cl)cc1)c1csc(Nc2ccc(C(=O)NCCCO)cn2)n1 (stereo not given)	-35.4%
CSCCC(C(=O)Nc1c(C)cccc1C)N1CCN(C/C=C/c2ccccc2)CC1 (stereo not given)	-5.6%
COc1cc(-c2noc(-c3ccc(NCc4ccco4)c([N+](=O)[O-])c3)n2)cc(OC)c1OC	7.3%
COc1ccc(-n2c(SCc3ccccc3)nc3c([nH]c4ccccc43)c2=O)cc1	20.4%
O=[N+]([O-])c1ccc2c(c1)C(N1CCN(CCO)CC1)Cc1ccc(F)cc1S2 (stereo not given)	2.8%
CCc1nc2c(OCCOc3ccccc3)cccn2c1N(C=O)Cc1ccc(OC)cc1	-44.6%
CCCCN1CC(c2nc3ccccc3n2CCCCOc2cc(C)cc(C)c2)CC1=O (stereo not given)	-10.1%
Cc1cccc(-c2nnn3c2nc(NCc2ccc4c(c2)OCO4)c2ccccc23)c1	0.0%
COc1ccc(NC(=O)Cn2c(=O)n(Cc3ccco3)c(=O)c3sc4ccccc4c32)cc1OC	-6.9%
COc1ccc(OC)c(CNC(=O)c2cc3c(Cl)nc4ccccc4c3s2)c1	2.1%
O=C(Nc1ccc(Br)cc1Cl)c1cnn2c1NC(=C1CC1)C=C2C(F)F	3.9%
Nc1ncnc2oc(-c3ccoc3)c(-c3ccco3)c12	-0.2%
COCCCN1C(=O)C(CC(=O)NC2CCCCC2)CC(C(=O)N(C(C)C)C(C)C)=C1C (stereo not given)	0.0%
COc1ccccc1CNC(=O)Nc1nc(C(N)CCc2ccccc2)cs1 (stereo not given)	-56.8%
CCc1ccc(C(=O)c2cn(CC(=O)Nc3ccc(F)cc3)c3ccc(OC)cc3c2=O)cc1	5.2%
CC(OC(=O)c1ccccc1OCC(=O)Nc1ccc(Br)cc1)C(=O)NC1CCCC1 (stereo not given)	14.6%
O=C(NC(c1ccc(Cl)cc1)c1ccsc1)C1CCN(Cc2cccc(C(F)(F)F)c2)CC1 (stereo not given)	-38.5%
COC(=O)[C@@]1(Cc2ccc(F)cc2)[C@H]2c3cc(C(=O)N4CCCC4)n(C[C@H](O)CO)c3C[C@H]2CN1C(=O)c1ccccc1	4.0%
COc1ccc(-c2noc(-c3ccc(NCc4cccnc4)c([N+](=O)[O-])c3)n2)cc1OC	1.3%
Cc1cc2nc(-c3ccc(F)cc3)c(Cc3cccc(Cl)c3)n2c(C)c1Br	-55.3%
Cn1cc(S(=O)(=O)N2CCCCCC2)cc1C(=O)NCc1ccc(F)cc1	-0.7%
COC(=O)N1CCCCC1c1cc(C(=O)NCc2ccc(F)cc2)no1 (stereo not given)	5.3%
COCCNc1ncnc2c1ncn2[C@H]1CN(Cc2ccccc2)C[C@@H](CO)O1	4.1%
CCCCCCn1cc(CN(C)C2CN(Cc3cn(CCCCCC)nn3)S(=O)(=O)C2)nn1 (stereo not given)	-1.0%
CC1(c2nc3ccccc3[nH]2)CCCC2=Nc3ccccc3CN21 (stereo not given)	11.8%
CCCC[C@@H]1Cc2[nH][nH]c(=O)c2[C@H](c2ccc3ccccc3c2)O1	21.4%
Cc1cccn2c(=O)c3cc(C(=O)NCc4ccccc4)c(=N)n(CCOCCO)c3nc12	0.7%
COc1ccc(NC(=O)/C(C#N)=C/c2cc(C)n(-c3ccc(F)cc3)c2C)cc1	31.9%
c1ccc(CN(Cc2ccccc2)C(c2ccnc3ccccc23)c2nnnn2-c2ccc3c(c2)OCCO3)cc1 (stereo not given)	-26.4%
O=C(NCc1cccnc1)c1cc(C2CCCN(S(=O)(=O)c3cccs3)C2)on1 (stereo not given)	-5.7%
CCOC(=O)c1ccc(NS(=O)(=O)c2ccc(Br)s2)cc1	10.7%
COc1ccc(-c2cnc3c(NC(C)=O)cc(-c4cccc(NS(C)(=O)=O)c4)cn23)cc1OC	-12.7%
CN(C)Cc1csc(NC(=O)Nc2ccccc2-c2ccccc2)n1	0.0%
COc1ccccc1-c1cc(NC(C)=O)c2ncc(-c3cccc(C(C)=O)c3)n2c1	-46.6%
CC1CN(c2ccc(Cl)cc2)c2nc3c(c(=O)n(CC(=O)O)c(=O)n3C)n2C1 (stereo not given)	2.6%
COc1ccc(C(O)c2ncc(-c3cccc4ccccc34)[nH]2)cc1F (stereo not given)	-38.9%
CCOC(=O)C1=C[C@@H](CC)N(S(=O)(=O)c2ccccc2)[C@H]1c1ccccc1	3.6%
COC(=O)c1nc(N2CCN(S(=O)(=O)c3ccc(C)cc3)CC2)c2ccccc2n1	1.1%
COc1ccccc1Cc1c(-c2ccccc2)nc2cc(C)c(Br)c(C)n12	-42.7%
O=C(CSc1nc2c([nH]c3ccccc32)c(=O)n1-c1ccc(F)cc1)N1CCCCC1	6.7%
O=S1(=O)CC(N2CCN(Cc3ccccc3F)CC2)CN1Cc1cn(Cc2ccc(C(F)(F)F)cc2)nn1 (stereo not given)	-36.6%
CC(=O)N1CCc2c(sc3c2c(=O)n(-c2ccccc2)c(=O)n3CC(=O)Nc2cccc(C)c2)C1	-23.8%
COc1ccc(CCNC(=O)c2c(C)nn(-c3ccc(F)cc3)c2-n2cccc2)cc1OC	-22.4%
CCCCNC(=O)C(CC)n1c(SCc2cccc(F)c2)nc2ccncc21 (stereo not given)	-27.1%
CCC(=O)N1c2ccc(S(=O)(=O)N3CCCCCC3)cc2CC1C (stereo not given)	5.2%
COc1ccc2c(c1)c1nnc(SCCN3CCOCC3)nc1n2C	-12.0%
Cc1ccc(Cn2c(C(=O)Nc3ccc(Cl)cc3)cc3sccc32)cc1	-11.9%
Clc1cccc(Cc2c(-c3ccccc3)nc3ccc(Cl)cn23)c1	0.0%
CCCNC(=O)C1(C)CCN(C(=O)c2ccc(F)c(Cl)c2)C1 (stereo not given)	0.0%
O=C1NC[C@H](CCCCN2CCN(CC3CCCCC3)C(=O)C2=O)N(Cc2ccccc2)C1=O	6.5%
CCOc1ccc(Cl)cc1-c1cc(C(=O)NCCOC)[nH]n1	0.0%
CC1(C(=O)NS(=O)(=O)c2ccccc2)CCN1C(=O)c1cccc2ccccc12 (stereo not given)	-0.7%
O=C(Nc1ccc(Br)cc1)c1ccc(Br)c(S(=O)(=O)NCc2ccccc2)c1	-67.0%
CCNC(=O)C1(C)CCCN1Cc1ccccc1Cl (stereo not given)	-7.9%
Cc1ccc(-c2nnc(SCc3ccccc3C)o2)cc1	11.2µM*
COc1ccccc1NC(=O)Cn1c(=O)n(CCc2ccccc2)c(=O)c2sc3ccccc3c21	-11.4%
O=[N+]([O-])c1ccc(O/N=[N+](\[O-])N2CCCC2)c([N+](=O)[O-])c1	0.0%
COc1cnc(-c2cccc(C(F)(F)F)c2)c(NC(=O)c2cc3ccccc3s2)n1	-35.4%
COCCCN1CN=C(NS(=O)(=O)c2ccc(NC(C)=O)cc2)NC1	-7.4%
CCC(C(=O)Nc1ccc(C(C)C)cc1)n1nc(C)n2c(cc3cc(C)ccc32)c1=O (stereo not given)	5.5%

Next section.
smiles	BRCA1 expr act
CC(C)c1ccc(C2N=C(N)Nc3nc4ccccc4n32)cc1 (stereo not given)	0.8%
CCC1CCCCN1CCCNC(=O)c1ccc2c(c1)N(Cc1ccc(Cl)cc1)C(=O)c1ccccc1S2(=O)=O (stereo not given)	-36.7%
Cn1c(=O)c2c(-c3ccccc3Br)n(Cc3ccccc3)cc2n(C)c1=O	-2.0%
Cc1nc2c(OCCOc3ccc(F)cc3)cccn2c1N(C)C(=O)CCC1CCCC1	-22.2%
CNC(=O)C1CCN(c2nc3ccccc3nc2C(F)(F)F)CC1	-9.7%
COc1ccc(C(=O)Nc2c(C(=O)c3ccccc3)oc3ccccc23)cc1	1.8%
COc1cc2c(cc1OC)n(Cc1cccc(C(F)(F)F)c1)c(=O)n1nc(-c3ccccc3)nc21	10.4%
Cc1ccc(/C=C/c2onc(C)c2S(=O)(=O)N2CCC(C(=O)Nc3ccccc3C(F)(F)F)CC2)cc1	5.0%
COc1ccc(CC(=O)NCCc2csc(-c3ccc(C(F)(F)F)cc3)n2)cc1	0.0%
COc1cc2c(cc1OC)C(COc1ccc(F)cc1)N(C(=O)c1cccc(F)c1)CC2 (stereo not given)	-32.1%
CCCCn1nnnc1C(c1ccccc1)N1CCN(c2ncc(C(F)(F)F)cc2Cl)CC1 (stereo not given)	-22.8%
Cc1ccc(CNC(=O)CCCn2c(=O)c3ccccc3n(Cc3ccccc3C)c2=O)cc1	-13.7%
O=CC(=O)c1ccc(Br)cc1	5.9%
COc1cc2cc(CNc3ccc(C)cc3)c(=O)n(CC(=O)Nc3ccc(C(C)C)cc3)c2cc1OC	-24.5%
CCOC(=O)C1=CCN(S(=O)(=O)c2ccccc2F)C1c1ccc(Cl)c(Cl)c1 (stereo not given)	-25.6%
CCOc1ccc(S(=O)(=O)N(CC(=O)NCCSCc2ccccc2)c2ccccc2)cc1	2.5%
CCCOc1ccc(-c2nn(-c3ccccc3)cc2C2NC(=O)NC(C)=C2C(=O)OC)cc1 (stereo not given)	0.0%
COc1ccccc1C(=O)NCC[N+](C)(C)C	7.1%
CCOc1ccc(NC(=O)CSc2nnc(CNC(=O)C34CC5CC(CC(C5)C3)C4)n2CC)cc1	0.0%
O=C(c1cc(-c2ccc(Cl)cc2)on1)N(Cc1ccc(F)cc1)Cc1ccco1	-3.4%
N#Cc1ccc[n+](CC(=O)c2ccc(O)c(O)c2)c1	16.7%
CCCCN1C(=O)C(CC(=O)NCc2ccco2)CC(C(=O)N2CCCCCC2)=C1C (stereo not given)	1.4%
CCCCC[C@H](C)N1C[C@H](COCc2ccccc2)Oc2cc(N3CC[C@H](O)C3)ccc2S1(=O)=O	-27.2%
CC(=O)NC(c1ccc(F)c(F)c1)c1nc(-c2cccc(C(C)C)c2)cs1 (stereo not given)	-41.8%
O=C(C1=NOC2(C1)C(=O)Nc1ccccc12)N1CCOCC1 (stereo not given)	0.0%
COCCNC(=O)C1(C)Cc2c(-c3ccc(N(C)C)cc3)ccnc2O1 (stereo not given)	9.8%
CSc1ccc(CNC(=O)C2CCN(c3nc4ccccc4nc3C(F)(F)F)CC2)cc1	7.5%
CC1(C(=O)NS(=O)(=O)c2cccc(OC(F)F)c2)CCN1C(=O)c1cccc(F)c1 (stereo not given)	0.0%
COc1ccc(-c2nc(C)c(CCNC(=O)C(=O)Nc3ccccc3F)s2)cc1	8.5%
COc1ccc(NCc2cc3cc4c(cc3n(CC(=O)Nc3cccc(F)c3)c2=O)OCO4)cc1	4.5%
CCCCN1CC(N2CCN(C3CCN(C)CC3)CC2)CS1(=O)=O (stereo not given)	3.2%
O=C(CSc1nc2ccccc2n1Cc1cccc(F)c1)NCc1ccccc1	-12.7%
CCCn1c(=N)c(C(=O)NCc2cccnc2)cc2c(=O)n3cc(C)ccc3nc21	4.3%
COCCCNC(=O)C[C@@H]1C[C@@]2(C(=O)OC)CCCCC=C2N(CCC2=CCCCC2)C1=O	0.0%
CCN(CC)c1ncnc2c1ncn2[C@H]1CN(Cc2ccncc2)C[C@@H](CO)O1	5.1%
COC(=O)c1ccc2nc(-c3ccc(C)cc3)c(Cc3ccc(C)cc3)n2c1	6.5%
CCCOc1ccc(F)cc1-c1cc(C(=O)NCc2cc(OC)cc(OC)c2)[nH]n1	-49.5%
COc1cc(NC(=O)Nc2nnc([C@H]3C[C@H](O)[C@@H](CO)O3)s2)cc(OC)c1	13.6%
CCC(C(=O)Nc1ccc(C(C)=O)cc1)n1c(C)c2cnn(-c3ccccc3)c(=O)c2c1C (stereo not given)	0.0%
CN(N=Nc1nc[nH]c1C(N)=O)C1CCCCC1	8.1%
CC1=C(C(=O)N2CCCCCC2)CC(CC(=O)NC2CCCCC2)C(=O)N1CCC1=CCCCC1 (stereo not given)	-13.3%
O=C(C[N+]1(CCO)CCOCC1)c1cccs1	7.1%
CN1CCN(C(=O)c2ccc3c(=O)n(Cc4ccc5c(c4)OCO5)c(=S)[nH]c3c2)CC1	31.5%
COc1ccccc1C(=O)N1CCCC(C)(C(=O)NS(=O)(=O)C2CC2)C1 (stereo not given)	23.8%
CC1(C(=O)NS(=O)(=O)c2ccccc2Cl)CCN1C(=O)C1(c2ccccc2)CCCC1 (stereo not given)	-1.3%

As a working copy, some entries already given.
smiles	BRCA1 expr act
CN(N=Nc1nc[nH]c1C(N)=O)C1CCCCC1	8.1%
CC1=C(C(=O)N2CCCCCC2)CC(CC(=O)NC2CCCCC2)C(=O)N1CCC1=CCCCC1 (stereo not given)	-13.3%
O=C(C[N+]1(CCO)CCOCC1)c1cccs1	7.1%
CN1CCN(C(=O)c2ccc3c(=O)n(Cc4ccc5c(c4)OCO5)c(=S)[nH]c3c2)CC1	31.5%
COc1ccccc1C(=O)N1CCCC(C)(C(=O)NS(=O)(=O)C2CC2)C1 (stereo not given)	23.8%
CC1(C(=O)NS(=O)(=O)c2ccccc2Cl)CCN1C(=O)C1(c2ccccc2)CCCC1 (stereo not given)	-1.3%
